Screening data from PubChem.
GASC1 inh – blocks human GASC-1 (KDM4C) demethylase activity | GST-KDM4C 2-372, H3K9me3 peptide, LANCE TR-FRET | inhibition, % at 12.5 µM | AID 720574 | Q9H3R0 | 96,000 compounds, 0.15% hits;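 active means mean replicate inhibition above about 25%, with at least 55% of replicates also reaching it, limit read from the data, passing the limit was not always enough; inconclusive means only one of those two conditions met; inactive means neither condition met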
Target sequence (Q9H3R0 2-372 limits assumed): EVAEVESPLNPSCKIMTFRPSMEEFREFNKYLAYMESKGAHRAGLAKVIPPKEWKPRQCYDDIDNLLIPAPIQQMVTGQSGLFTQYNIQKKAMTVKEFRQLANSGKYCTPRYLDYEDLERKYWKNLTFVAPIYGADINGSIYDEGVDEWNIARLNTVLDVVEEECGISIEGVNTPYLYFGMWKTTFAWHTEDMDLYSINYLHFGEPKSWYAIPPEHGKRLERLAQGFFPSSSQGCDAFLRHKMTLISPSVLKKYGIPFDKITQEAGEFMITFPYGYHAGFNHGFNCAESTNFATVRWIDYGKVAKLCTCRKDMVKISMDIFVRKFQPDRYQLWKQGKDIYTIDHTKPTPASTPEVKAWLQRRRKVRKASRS
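material = GST-tagged GASC-1 (JMJD2C) catalytic fragment, aa 2-372 | amount = enzyme final amount 10 nM | medium = HEPES buffer, pH 7.5, plus ascorbate | also added = H3K9me3 peptide substrate, Fe(II), 2-oxoglutarate | dosing = single dose | times = 30 min demethylation and 1 h detection at room temperature | detection = LANCE TR-FRET | read-out basis = Fall in 671/618 emission ratio as inhibition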
Tcruzi prolif – T. cruzi proliferation inhibition | 77,000 compounds, 5.9% hits | AID 624255 | T. cruzi beta-gal in NIH3T3, GalScreen luminescence, 90 h | inhibition, % at 8.34 µM;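 active means mean inhibition above about 93%, with at least 55% of replicates each passing it, limit read from the data, passing the limit was not always enough; inconclusive means only one of those two conditions holds; inactive means neither condition holds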
C diff HTS – blocks growth of Clostridium difficile; Clostridium difficile clinical isolate growth, OD600, 24 h; active compounds read low; growth activity, negative = inhibition, % at 16 µg/mL (by protocol); 86,000 compounds, 0.25% hits; AID 1259249;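 active means mean growth activity at or below -80% and every replicate also at or below -80%; inconclusive means mean at or below -80% but some replicate above -80%; inactive means mean growth activity above -80%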;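 further: 0% = DMSO wells and -100% = levofloxacin 16 µg/mL wells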
Pf Dd2 inh – inhibitors of Plasmodium falciparum Dd2 growth; P. falciparum Dd2 growth, SYBR Green, 72 h; active compounds read low; activity change, % at 10 µM; 94,000 compounds, 2.3% hits; AID 1159554; in the data active means activity change below about -80%; inconclusive means no clear call, values can overlap the other calls
An asterisk follows results filed as active; ? = inconclusive; · = no result given; & = joins results of further samples.

Keys: A = GASC1 inh; B = Tcruzi prolif; C = C diff HTS; D = Pf Dd2 inh
C[C@H](CO)N1C[C@H](C)[C@H](CN(C)C(=O)Nc2ccccc2)Oc2ncc(C#CCN(C)C)cc2C1=O
  A: 5.5	B: ·	C: -2	D: 7
C[C@@H]1CCCCO[C@H](CN(C)Cc2ccc(C(=O)O)cc2)[C@H](C)CN([C@@H](C)CO)C(=O)c2cc(NS(=O)(=O)c3ccccc3)ccc2O1
  A: -0.2	B: 9	C: -2	D: 20
CNC[C@H]1OCCCC[C@@H](C)Oc2ccc(NC(=O)NC3CCCCC3)cc2C(=O)N([C@H](C)CO)C[C@@H]1C
  A: -0.7	B: 15	C: -1	D: -8
CC(=O)N1Cc2cc(C(=O)NCc3cccc(F)c3)nc(-c3cccc(C4=CCCC4)c3)c2[C@@H]1CCO
  A: 6.0	B: ·	C: 12	D: -40
C[C@H]1CN([C@@H](C)CO)S(=O)(=O)c2ccc(C#CC(C)(C)O)cc2O[C@H]1CN(C)C(=O)CC1CC1
  A: -0.8	B: 1	C: 1	D: -17
COc1cccc(-c2cnc3c(c2)C(=O)N([C@H](C)CO)C[C@@H](C)[C@H](CN(C)CC2CCCC2)O3)c1
  A: 3.6	B: ·	C: 1	D: -73
CC(C)NC(=O)Nc1ccc2c(c1)C(=O)N([C@H](C)CO)C[C@H](C)[C@@H](CN(C)CC1CCCCC1)OCCCC[C@@H](C)O2
  A: 11	B: 59	C: ·	D: -13
Cn1cnc(S(=O)(=O)N2CCCCN3[C@H](CO)[C@H](c4ccc(C#CC5CCCC5)cc4)[C@@H]3C2)c1
  A: -0.4	B: 107*	C: -17	D: -20
C[C@@H]1CN([C@@H](C)CO)C(=O)CCCn2nncc2CO[C@H]1CN(C)C(=O)Nc1cccc(F)c1
  A: 1.4	B: -41	C: 0	D: 16
C[C@H](CO)N1C[C@H](C)[C@H](CN(C)C(=O)c2cnccn2)Oc2cc(C#CCC3CCCC3)ccc2S1(=O)=O
  A: 2.6	B: -12	C: 8	D: -27
Cc1noc(C)c1S(=O)(=O)Nc1ccc2c(c1)C(=O)N([C@@H](C)CO)C[C@@H](C)[C@H](CN(C)C(=O)Nc1ccc3c(c1)OCO3)OCCCC[C@H](C)O2
  A: 1.5	B: 44	C: -1	D: -22
CCCNC(=O)N(C)C[C@H]1Oc2cc(C#CCN(C)C)ccc2S(=O)(=O)N([C@@H](C)CO)C[C@@H]1C
  A: 3.8	B: ?	C: -4	D: -4
COc1cccc(S(=O)(=O)Nc2ccc3c(c2)[C@@H]2C[C@H](CC(=O)NCc4ccc(Cl)cc4)O[C@H](CO)[C@@H]2O3)c1
  A: -2.3	B: -118	C: ·	D: -50
CCCNC(=O)Nc1ccc2c(c1)C(=O)N(C)C[C@@H](OC)[C@H](C)CN(C(=O)c1ccccc1F)[C@@H](C)CO2
  A: 9.0	B: -79	C: ·	D: -3
C[C@H](CO)N1C[C@H](C)[C@@H](CN(C)C(=O)Nc2ccc(F)cc2)Oc2ccc(NC(=O)NC3CCCCC3)cc2C1=O
  A: -0.1	B: -11	C: -1	D: -11
CCC(=O)Nc1ccc2c(c1)C(=O)N(C)[C@@H]1CC[C@@H](CC(=O)NCC3CC3)O[C@H]1CO2
  A: -0.4	B: -4	C: 0	D: 0
CCN1[C@H](C(=O)NCCCN(C)C)[C@@H](CO)[C@@H]2Cn3c(ccc(-c4cccc(F)c4)c3=O)[C@@H]21
  A: 0.5	B: ·	C: -2	D: 30
CN1CCN(C(=O)c2cc3c(c(-c4cccc(-c5ccc(C#N)cc5)c4)n2)[C@H](CCO)N([S@@](=O)C(C)(C)C)C3)CC1
  A: -2.5	B: -289	C: ·	D: 28
COc1ccc2c3c(n(C)c2c1)[C@@H](CO)N(C(=O)C1CC1)CC31CN(C)C1
  A: -0.7	B: ·	C: -8	D: 17
CCCN1[C@H](C(=O)NCCCN2CCOCC2)[C@@H](CO)[C@@H]2Cn3c(ccc(-c4ccncc4)c3=O)[C@@H]21
  A: 0.3	B: -99	C: 20	D: ·
CCC(=O)N1[C@H](CO)[C@H](c2ccc(-c3ccccc3)cc2)[C@H]1CN(CC)C(C)=O
  A: -0.2	B: 39	C: -6	D: -5
O=S(=O)(N[C@H]1CC[C@@H](CCn2cc(C3CC3)nn2)O[C@H]1CO)c1ccc(Cl)cc1
  A: 0.3	B: -5	C: -1	D: -26
CNC[C@@H]1Oc2ncc(Br)cc2C(=O)N([C@H](C)CO)C[C@@H]1C
  A: -0.1	B: ·	C: 3	D: 23&22
C[C@@H]1CN([C@@H](C)CO)C(=O)c2cc(C#Cc3ccccc3F)cnc2O[C@H]1CN(C)S(=O)(=O)c1ccccc1F
  A: -5.9	B: 108*	C: 2	D: -32
O=C(C[C@H]1C[C@@H]2c3cc(NC(=O)c4ccc5c(c4)OCO5)ccc3O[C@@H]2[C@H](CO)O1)NC1CCCC1
  A: 1.7	B: -28	C: ·	D: -19

Continued, overlapping the part above by 3 compounds.
Keys: A = GASC1 inh; B = Tcruzi prolif; C = C diff HTS; D = Pf Dd2 inh
CNC[C@@H]1Oc2ncc(Br)cc2C(=O)N([C@H](C)CO)C[C@@H]1C
  A: -0.1	B: ·	C: 3	D: 23&22
C[C@@H]1CN([C@@H](C)CO)C(=O)c2cc(C#Cc3ccccc3F)cnc2O[C@H]1CN(C)S(=O)(=O)c1ccccc1F
  A: -5.9	B: 108*	C: 2	D: -32
O=C(C[C@H]1C[C@@H]2c3cc(NC(=O)c4ccc5c(c4)OCO5)ccc3O[C@@H]2[C@H](CO)O1)NC1CCCC1
  A: 1.7	B: -28	C: ·	D: -19
C[C@H]1CN([C@@H](C)CO)C(=O)Cc2cc(NC(=O)Cc3cn(C)c4ccccc34)ccc2O[C@@H]1CN(C)S(C)(=O)=O
  A: 0.6	B: 24	C: -2	D: 1
C[C@H](CO)N1C[C@H](C)[C@H](CN(C)Cc2ccc(C(=O)Nc3ccccc3N)cc2)Oc2ccc(NC(=O)C3CC3)cc2CC1=O
  A: -1.3	B: 78	C: -6	D: -33
CC(C)NC(=O)N(C)C[C@H]1Oc2cc(-c3ccncc3)ccc2S(=O)(=O)N([C@H](C)CO)C[C@H]1C
  A: -1.6	B: 109*	C: 0	D: 0
O=C(O)C[C@H]1C[C@@H]2c3cc(NC(=O)Nc4ccccc4)ccc3O[C@@H]2[C@H](CO)O1
  A: 0.1	B: 21	C: -1	D: 27
CC(C)C#Cc1cnc2c(c1)C(=O)N([C@@H](C)CO)C[C@H](C)[C@@H](CN(C)Cc1ccc3c(c1)OCO3)O2
  A: 2.8	B: 17	C: 2	D: -19
CCC(=O)N(C)C[C@H]1Oc2cc(Br)ccc2S(=O)(=O)N([C@@H](C)CO)C[C@@H]1C
  A: -2.5	B: ·	C: 1	D: 15
COc1ccc2c3c(n(C)c2c1)[C@H](CO)N(C)CC31CN(S(C)(=O)=O)C1
  A: 1.0	B: ·	C: 6	D: -33
O=C(Nc1cccc(F)c1)N1CC(=O)N2[C@@H](CO)[C@H](c3ccc(-c4ccccc4F)cc3)[C@@H]2C1
  A: -1.3	B: ·	C: -18	D: 7
N#Cc1cccc(-c2ccc3c(c2)[C@H]2[C@H](CCN2S(=O)(=O)c2ccccc2)[C@H](CO)N3)c1
  A: -1.1	B: 95	C: 0	D: 18
COC(=O)C[C@@H]1C[C@H]2c3cc(NC(=O)NC4CCCC4)ccc3O[C@H]2[C@@H](CO)O1
  A: 1.5	B: -64	C: ·	D: 12
COc1ccc2c3c(n(C)c2c1)[C@H](CO)N(CC1CCOCC1)CC31CN(C(=O)Nc2ccccc2)C1
  A: 0.7	B: ·	C: -5	D: -22
Cc1ccc(S(=O)(=O)N[C@@H]2C=C[C@H](CC(=O)NC3CCCCC3)O[C@@H]2CO)cc1
  A: 1.2	B: 10	C: -3	D: -7
C[C@@H]1CCCCO[C@H](CN(C)C(=O)NC2CCCCC2)[C@H](C)CN([C@@H](C)CO)C(=O)c2cc(NS(=O)(=O)c3cn(C)cn3)ccc2O1
  A: 9.5	B: 71	C: 3	D: 2
NCC[C@H]1CC[C@H](NS(=O)(=O)c2ccc(Cl)cc2)[C@@H](CO)O1
  A: -1.1	B: -19	C: ·	D: 2
CCNC(=O)[C@H]1[C@H](CO)[C@H]2Cn3c(ccc(C4=CCCCC4)c3=O)[C@@H]1N2C(=O)Cc1ccccn1
  A: 3.2	B: ·	C: -2	D: 43
COCC(=O)NC[C@@H]1[C@@H](c2ccc(C3=CCCC3)cc2)[C@H](CO)N1C(C)=O
  A: 0.7	B: 44	C: -11	D: 7
COc1ccc(S(=O)(=O)N(C)C[C@H]2OCCCC[C@@H](C)Oc3ccc(NS(=O)(=O)c4cn(C)cn4)cc3C(=O)N([C@@H](C)CO)C[C@@H]2C)cc1
  A: -1.4	B: 74	C: ·	D: -42
Cc1ccc(S(=O)(=O)Nc2ccc3c(c2)C(=O)N([C@H](C)CO)C[C@H](C)[C@H](CN(C)S(=O)(=O)c2ccc(Cl)cc2)OCCCC[C@H](C)O3)cc1
  A: -2.2	B: 112*	C: 5	D: -64
COc1ccc(NC(=O)N(C)C[C@@H]2Oc3ncc(C#CCC(C)C)cc3C(=O)N([C@@H](C)CO)C[C@H]2C)cc1
  A: 0.4	B: ·	C: -14	D: -51
C[C@H]1CCCCO[C@H](CN(C)CC2CCCCC2)[C@@H](C)CN([C@@H](C)CO)C(=O)c2cc(NC(=O)CCC(F)(F)F)ccc2O1
  A: -0.3	B: 87	C: 1	D: -22
C[C@@H]1CCCCO[C@H](CN(C)S(=O)(=O)c2cccs2)[C@@H](C)CN([C@H](C)CO)C(=O)c2cc(NS(=O)(=O)c3ccccc3)ccc2O1
  A: 0.2	B: 4	C: -6	D: -9
Cc1noc(C)c1NC(=O)Nc1cccc2c1O[C@H](CN(C)Cc1ccc3c(c1)OCO3)[C@H](C)CN([C@H](C)CO)C2=O
  A: -0.2	B: 84	C: 4	D: 6
COc1cccc(S(=O)(=O)N[C@H]2C=C[C@H](CC(=O)NCc3ccc(Cl)cc3)O[C@@H]2CO)c1
  A: 0.4	B: 37	C: 2	D: 24
O=C(Nc1ccc(F)cc1)N[C@H]1CC[C@@H](CCNS(=O)(=O)c2cccc(Cl)c2)O[C@@H]1CO
  A: -0.2	B: 10	C: 19	D: 7
COCCNC(=O)C[C@H]1C[C@H]2c3cc(NC(=O)c4cccnc4)ccc3O[C@H]2[C@H](CO)O1
  A: -3.2	B: 13	C: 0	D: 12
Cc1noc(C)c1S(=O)(=O)Nc1ccc2c(c1)C(=O)N([C@H](C)CO)C[C@@H](C)[C@H](CN(C)Cc1ccc(C(F)(F)F)cc1)OCCCC[C@@H](C)O2
  A: -1.5	B: 106*	C: 8	D: -67
CCC(=O)NC[C@@H]1[C@@H](c2ccc(C3=CCCC3)cc2)[C@@H](CO)N1C(=O)C1CC1
  A: -0.8	B: 68	C: -3	D: -11
C[C@H](CO)N1C[C@H](C)[C@H](CN(C)Cc2ccc(C(F)(F)F)cc2)OCCCC[C@H](C)Oc2ccc(NS(C)(=O)=O)cc2C1=O
  A: -0.1	B: -59	C: 11	D: -10
CCC(=O)N1C[C@@H](C)[C@@H](OC)CN(C)C(=O)c2ccc(NC(=O)C3CCCCC3)cc2OC[C@H]1C
  A: -0.1	B: 41	C: 0	D: ·
C[C@H](CO)N1C[C@H](C)[C@H](CN(C)C(=O)c2ccccn2)Oc2cc(C#CCC3CCCC3)ccc2S1(=O)=O
  A: -0.9	B: 48	C: 3	D: -44
C[C@@H]1CN([C@@H](C)CO)C(=O)CCCn2cc(nn2)CO[C@H]1CN(C)Cc1ccccc1C(=O)O
  A: 0.3	B: -50	C: ·	D: 7
COc1ccc(NC(=O)Nc2ccc3c(c2)CC(=O)N([C@H](C)CO)C[C@@H](C)[C@@H](CN(C)Cc2ccc4c(c2)OCO4)O3)cc1
  A: 1.6	B: 22	C: -4	D: -20
O=C(Cc1ccccc1)N1CC(=O)N2[C@H](C1)[C@@H](c1ccc(-c3cccc(F)c3)cc1)[C@@H]2CO
  A: -0.6	B: ·	C: -3	D: -18
COc1ccc(S(=O)(=O)N(C)C[C@H]2Oc3c(NC(=O)C4CCOCC4)cccc3C(=O)N([C@@H](C)CO)C[C@H]2C)cc1
  A: 0.3	B: 75	C: ·	D: -11
CC(C)C#Cc1ccc([C@@H]2[C@H]3CN(C(=O)Cc4ccccc4)CC(=O)N3[C@H]2CO)cc1
  A: 0.5	B: ·	C: -15	D: -61
C[C@@H]1CN([C@@H](C)CO)C(=O)c2cc(NS(=O)(=O)c3ccccc3)ccc2O[C@@H](C)CCCCO[C@@H]1CN(C)C(=O)C1CCCCC1
  A: -1.6	B: 28	C: -2	D: -74
Cc1ccc(S(=O)(=O)Nc2ccc3c(c2)C(=O)N([C@@H](C)CO)C[C@H](C)[C@H](CN(C)C)OCCCC[C@@H](C)O3)cc1
  A: 0.3	B: -31	C: 4	D: -28
O=C(C1CCCC1)N1CCCCN2[C@H](CO)[C@@H](c3ccc(C#CC4CC4)cc3)[C@@H]2C1
  A: ·	B: 113*	C: 0	D: 0
